KCNQ2 block – KCNQ2 channel blockers in CHO-K1 cells – cell-based, FluxOR thallium flux, B-score, primary screen (AID 2156); O88943; B-score at 10 µM; 1.1% of 310,000 active; 20 min; active compounds read low;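 active = fluorescence ratio B-score at most minus 3 library SDs, with starting brightness B-score within 2 library SDs, cut at about -5.5 in these data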
Target sequence (O88943 whole entry, looked up): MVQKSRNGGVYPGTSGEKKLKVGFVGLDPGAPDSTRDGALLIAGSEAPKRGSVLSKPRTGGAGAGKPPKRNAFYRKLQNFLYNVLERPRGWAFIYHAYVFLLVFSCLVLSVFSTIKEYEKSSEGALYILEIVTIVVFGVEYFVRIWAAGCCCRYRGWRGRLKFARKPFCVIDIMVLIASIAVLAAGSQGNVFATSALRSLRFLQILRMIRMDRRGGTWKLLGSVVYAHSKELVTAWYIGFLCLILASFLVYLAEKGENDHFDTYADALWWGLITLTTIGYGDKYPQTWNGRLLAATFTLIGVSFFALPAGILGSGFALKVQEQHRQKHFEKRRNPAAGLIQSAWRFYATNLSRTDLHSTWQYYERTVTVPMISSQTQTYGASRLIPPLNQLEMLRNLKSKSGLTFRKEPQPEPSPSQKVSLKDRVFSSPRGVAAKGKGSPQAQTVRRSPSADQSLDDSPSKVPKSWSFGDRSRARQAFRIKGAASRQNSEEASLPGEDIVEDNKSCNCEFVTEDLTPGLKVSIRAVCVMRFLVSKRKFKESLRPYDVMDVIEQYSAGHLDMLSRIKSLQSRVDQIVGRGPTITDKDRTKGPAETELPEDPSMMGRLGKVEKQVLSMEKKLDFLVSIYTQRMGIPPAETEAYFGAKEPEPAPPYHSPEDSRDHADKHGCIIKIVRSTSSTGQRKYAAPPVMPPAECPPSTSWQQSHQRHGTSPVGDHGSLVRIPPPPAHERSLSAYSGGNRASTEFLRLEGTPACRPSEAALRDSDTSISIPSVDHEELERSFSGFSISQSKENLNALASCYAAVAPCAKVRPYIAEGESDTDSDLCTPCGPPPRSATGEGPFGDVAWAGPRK
CHT inh – inhibitors of human choline transporter CHT | CHT-expressing cells, membrane potential dye, choline response; active compounds read low | B-score at 10 µM | 0.86% of 310,000 active | AID 488975;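 active = B-score over 3 SD under the library average, and starting fluorescence ratio not unusually high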;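 note: choline stimulus applied at its EC90 after an EC20 pre-addition; B-score computed on integrated fluorescence ratio after choline addition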
Kir21 inh – inhibitors of mouse Kir2.1 inward-rectifier potassium channel; HEK293-Kir2.1, FluxOR thallium flux fluorescence; active compounds read low; B-score at 10 µM; 0.85% of 310,000 active; AID 1672;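 active = fluorescence ratio B-score at or below minus 3 SD of library scores, with starting-brightness B-score within 2 SD, cut at about -4.2 in these data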;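 note: channel flux triggered by added potassium and thallium sulfate stimulus; B-score of peak minus minimum fluorescence over baseline after thallium stimulus; more negative B-score means stronger Kir2.1 block with less thallium influx; some compounds called inactive have numbers as strong as hits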
The depositor's hits bear a star; i = inactive; / = not tested or not shown.

CHT inh,KCNQ2 block,SMILES,Kir21 inh
i,i,CCN1C(=O)[C@H]2[C@@H](c3ccc(-c4cccc(Cl)c4)cc3)N3CCCC[C@@]3(C(=O)OC)[C@H]2C1=O,2.6
i,i,O=C(c1ccccc1)N(Cc1ccc2c(c1)OCO2)Cc1nc2ccccc2c(=O)[nH]1,1
i,i,COc1ccccc1Oc1nc2c(c(=O)n(Cc3ccccc3F)c(=O)n2C)n1C,-1.2
i,i,O=[N+]([O-])c1ccccc1-c1nc(-c2ccc(Br)o2)no1,-2.2
i,i,COc1cccc(/C(C)=N/NC(=O)c2ccc(N(C)C)cc2)c1,1.1
i,i,Cc1c(C(=O)NC2CCCCC2)oc2ccc(F)cc12,1.8
i,i,Cc1ccc2nc(SCC(=O)NCc3cccs3)c(C#N)cc2c1,-0.1
i,i,O=C(c1ccc(N2CCCCCC2)c([N+](=O)[O-])c1)N1CCc2ccccc21,0.2
i,i,CCCCCCC(=O)NN1CCN(C)CC1,-0.06
i,i,COc1ccc(C(=O)Nc2n[nH]c(-c3ccncc3)n2)cc1,0.29
i,i,COc1ccc(C(C)(C)C)cc1NC(=O)COC(=O)c1ncc(Cl)c(Cl)c1Cl,1.4
i,i,CCOc1ccc(C2N(c3ccc(F)cc3)C(=O)C3CCCN32)cc1OC (configuration not stated),1.4
i,i,COc1ccccc1N(CC(=O)NCC1CCCO1)C(=O)CNS(=O)(=O)c1ccc(C)cc1 (configuration not stated),-0.16
i,i,CCC(C)(C)n1nnnc1C(c1ccncc1)N1CCN(c2cccc(OC)c2)CC1 (configuration not stated),0.08
i,i,O=C(c1ccccc1)c1ccc(C(=O)N2CCCC(C(F)(F)F)C2)cc1 (configuration not stated),0.93
i,i,CCCc1nc2ccccc2c(=O)n1/N=C/c1ccccc1O,-0.12
i,i,NC(=O)C(=O)N/N=C/c1c2ccccc2cc2ccccc12,-0.4
i,i,COc1ccc2c(c1)/C(=N/N1C(=O)c3ccccc3C1=O)C(=O)N2,-2.5
i,i,Cc1ccc(C(=O)NC(=S)Nc2cccnc2Cl)cc1,0.7
i,i,CCOc1cccc(-c2c(C(=O)N/N=C/c3cccs3)nnn2-c2nonc2N)c1,-1

The closing 2 compounds of the section before lead into the next:
CHT inh,KCNQ2 block,SMILES,Kir21 inh
i,i,Cc1ccc(C(=O)NC(=S)Nc2cccnc2Cl)cc1,0.7
i,i,CCOc1cccc(-c2c(C(=O)N/N=C/c3cccs3)nnn2-c2nonc2N)c1,-1
/,i,C=CCSc1nnc(CSc2nc3sc4c(c3c(=O)[nH]2)CCCC4)n1-c1ccccc1,0.15
i,i,COC(=O)c1ccc(NS(=O)(=O)c2c(C)[nH]c(C)c2C(=O)N2CCCC2)cc1,0.13
i,i,COc1ccc(CN2CCN(C(=O)CC(C)C)CC2)cc1,-2.7
i,i,Cn1c(N2CCCCC2)nc2c1c(=O)[nH]c(=O)n2C,-1.4
i,i,CCc1ccc(C(=O)CSc2n[nH]c(C)n2)cc1,-0.76
i,i,O=C(NCc1cc(C(F)(F)F)cc(C(F)(F)F)c1)C1CC(c2cccc(F)c2)=NO1 (configuration not stated),-1.8
i,i,CCOC(=O)c1c(NC(=O)CSc2nnc(-c3ccccc3C)n2C)sc(C(C)=O)c1C,1.3
i,i,Cc1ccc(/C=C2\SC(=S)N(CCCC(=O)NNC(=O)c3ccccc3O)C2=O)cc1,1.2
i,i,O=C(NCC1CC1)Nc1ccccc1,0.05
i,i,O=C(c1cccc(S(=O)(=O)N2CCCCC2)c1)N1CCCCC1,1
i,i,CN1CCN(C(=O)c2ccc(-c3nn(C)c(=O)c4ccccc34)cc2)CC1,-0.17
i,i,COc1cc(SC)ccc1C(=O)Nc1nc2ccccc2[nH]1,0
i,i,CSC(=S)N/N=C/c1c[nH]c2ccccc12,-1.4
i,i,N#Cc1ccccc1CSc1ccc(-c2nc3ccccc3[nH]2)cn1,0.79
i,i,CC1(C)Cc2c(C#N)c(N3CCN(C(=O)c4ccccc4Cl)CC3)nc(-c3ccco3)c2CS1,1.5
i,i,CCNC(=O)c1sc2cc(C)ccc2c1Cl,-0.06
i,i,C=CCOc1cccc(C2C(C(=O)c3ccco3)=C(O)C(=O)N2CCN2CCOCC2)c1 (configuration not stated),1.7
i,i,CCN(CC)C(=O)c1sc2nc(N3CCOCC3)c3c(c2c1N)CCCC3,1.6
i,i,CCOC(=O)c1ccc(NCn2c(=O)oc3ccccc32)cc1,0.45
i,i,O=C(Nc1ccc(Cl)cc1Cl)c1ccc(-c2ccccc2)cc1,0
i,i,Cc1cc(Cl)ccc1C(=O)C1CCCN(C(=O)c2cncs2)C1 (configuration not stated),-1.1
i,i,Cc1nn(-c2ccccc2)c(C)c1/C=N/NC(=O)CSc1nc2ccccc2c(=O)n1-c1ccccc1,-0.12
i,i,O=S1(=O)CCO[C@H]2Cc3ccccc3[C@H]2N1Cc1ccccc1,-0.52
i,i,COc1cccc(NC(=O)C2CC(=O)N(C)C(=Nc3cccc(F)c3)S2)c1 (configuration not stated),0.44
i,i,CN=C1S/C(=C\c2cccn2-c2cccc(Br)c2)C(=O)N1C,0.54
i,i,O=C(NC(=S)Nc1ccc2nc[nH]c2c1)c1ccccc1,0.33
i,i,Cc1cccc(N=Nc2c(C)[nH]n(-c3ccccc3)c2=O)c1,0.46
i,i,CC1(C(=O)NNC(=S)NCC2CCCO2)CC1(Cl)Cl (configuration not stated),-0.53
i,i,COCc1[nH]nc2c1C(c1ccnc3ccccc13)C(C#N)=C(N)O2 (configuration not stated),2.4
i,i,Cc1ccc(NC(=O)CSc2ncn[nH]2)cc1S(=O)(=O)N1CCOCC1,-1.1
i,i,Cc1ccc(-c2nnc(CCC(=O)N(C)Cc3nccs3)o2)s1,1.2
i,i,COc1ccccc1NC(=O)c1cc2c(s1)-c1ccccc1S(=O)(=O)C2,1.2
i,i,Cc1ccc(NS(=O)(=O)c2ccc3[nH]c(=O)c(=O)[nH]c3c2)cc1Cl,0.52
i,i,C=CCn1c(C)cc(C(=O)COc2ccc(S(=O)(=O)N3CCCC3)cc2[N+](=O)[O-])c1C,-1.5
i,i,Cn1c(SCc2ccccc2F)nc2cccnc21,-0.12
i,i,Cc1ccc(CNC(=O)C2CCCN2C(=O)Nc2ccccc2)cc1 (configuration not stated),-0.93
i,i,O=C(CSc1nnc(NC(=O)c2ccccc2[N+](=O)[O-])s1)NC1CCCC1,0.85
/,i,CC(C)c1nc2sc3c(=O)[nH]c(=S)[nH]c3c2c2c1CCC2,2.3
i,i,O=C1c2ccccc2C(=O)N1n1c(=O)[nH]c2ccccc2c1=O,-1.4
i,i,O=C(CN1CCN(S(=O)(=O)c2ccc(Cl)cc2)CC1)Nc1ccc(F)cc1F,-1.4
i,i,Nc1cc(=O)[nH]c(=S)n1-c1cccc(C(F)(F)F)c1,0.19
i,i,CCOC(=O)C1CCN(C(=O)COc2ccc(N(C)S(=O)(=O)c3ccc(C)cc3)cc2)CC1,-0.02
i,i,COc1ccc(N(C(=O)Cc2cccs2)C(C(=O)NC2CCCCC2)c2cccn2C)cc1 (configuration not stated),1.1
i,i,O=C(NC1CCCCC1)C1CCCN(S(=O)(=O)c2ccc(F)cc2)C1 (configuration not stated),-0.3
i,i,Clc1nccnc1N/N=C/c1ccc(Br)cc1,2.2
i,i,C#Cc1ccc([C@@H]2C=C(C(=O)N3CCOCC3)O[C@H](OCc3ccc(CO)cc3)C2)cc1,-1.9
i,i,NC(=O)COC(=O)C12CC3CC(CC(O)(C3)C1)C2,0.06
i,i,O=C(CCNS(=O)(=O)c1cccc2nsnc12)NCc1ccc(F)cc1,-0.17
i,i,CCC1=Nc2cc(C(=O)NCCCOC)ccc2Sc2ccccc21,0.33
i,i,CC(=O)Nc1ccc(Cc2nc3ccccc3[nH]2)cc1,3.6

Next part
CHT inh,KCNQ2 block,SMILES,Kir21 inh
i,i,CCCCNC(=O)OCC(CC)NC(=O)OCC(C)C (configuration not stated),-2.3
i,i,COc1cc2c(cc1OC)C(COc1ccccc1OC)N(C(C)=O)CC2 (configuration not stated),0.32
i,i,CCC/C(O)=C1\C(=O)CC(C)(C)CC1=Nc1ccc(OC)cc1OC,1.3
i,i,CCn1nc(C(=O)OCC(=O)N2c3ccccc3CC2C)c2ccccc2c1=O (configuration not stated),2
i,i,O=C(CC(=O)Nc1ccccc1)Nc1ccccc1,0.06
i,i,Cc1onc(-c2c(F)cccc2Cl)c1C(=O)NCc1ccccn1,-0.66
i,i,Cc1cc(CN2C(=O)c3ccccc3C2=O)on1,0.82
i,i,COc1cc(NC(=O)C2CC(=O)NC3=C2C(=O)CCC3)cc(OC)c1 (configuration not stated),-0.01
i,i,COc1cccc(/C=N/NC(=O)c2ccc([N+](=O)[O-])cc2Cl)c1O,0.47
i,i,O=C(NNC(=O)C1CC(c2cccs2)=NO1)NC1CCCCC1 (configuration not stated),1.2
i,i,COc1ccc(Nc2c3c(c(C#N)c4nc5ccccc5n24)CCC3)cc1,1.1
i,i,CC1=NN(C(=O)COc2cc(C)ccc2C(C)C)C(O)(c2ccccc2)C1 (configuration not stated),-0.01
i,i,Cc1ccc2nc3c(c(Nc4ccc5c(c4)OCCO5)c2c1)CCC3,-5.6*
i,i,COc1cccc(C2CC(=O)NC3=C2C(=O)CCC3)c1 (configuration not stated),0.88
i,i,Cc1ncc(CO)c(/C=N/Nc2ccc(C(F)(F)F)cn2)c1O,0.49
i,i,NS(=O)(=O)c1ccc(CCNC(=O)COc2ccc3c4c(c(=O)oc3c2)CCC4)cc1,-2.1
i,i,COc1ccc(CCN2C(=O)CC(NC34CC5CC(CC(C5)C3)C4)C2=O)cc1OC (configuration not stated),0.51
i,i,Nc1cc(OC(=O)c2ccco2)nn1S(=O)(=O)c1ccc(F)cc1,-0.21
i,i,CSc1ccccc1NC(=O)N1CCCC(C(=O)c2ccc3c(c2)OCO3)C1 (configuration not stated),-0.74
i,i,CC(C)(C)c1nnc(NS(=O)(=O)c2cc(Cl)ccc2Cl)s1,1.6

Given tab-delimited: 14 of the compounds above.
Structure	CHT inh	KCNQ2 block	Kir21 inh
Cc1cc(CN2C(=O)c3ccccc3C2=O)on1	i	i	0.82
COc1cc(NC(=O)C2CC(=O)NC3=C2C(=O)CCC3)cc(OC)c1 (configuration not stated)	i	i	-0.01
COc1cccc(/C=N/NC(=O)c2ccc([N+](=O)[O-])cc2Cl)c1O	i	i	0.47
O=C(NNC(=O)C1CC(c2cccs2)=NO1)NC1CCCCC1 (configuration not stated)	i	i	1.2
COc1ccc(Nc2c3c(c(C#N)c4nc5ccccc5n24)CCC3)cc1	i	i	1.1
CC1=NN(C(=O)COc2cc(C)ccc2C(C)C)C(O)(c2ccccc2)C1 (configuration not stated)	i	i	-0.01
Cc1ccc2nc3c(c(Nc4ccc5c(c4)OCCO5)c2c1)CCC3	i	i	-5.6*
COc1cccc(C2CC(=O)NC3=C2C(=O)CCC3)c1 (configuration not stated)	i	i	0.88
Cc1ncc(CO)c(/C=N/Nc2ccc(C(F)(F)F)cn2)c1O	i	i	0.49
NS(=O)(=O)c1ccc(CCNC(=O)COc2ccc3c4c(c(=O)oc3c2)CCC4)cc1	i	i	-2.1
COc1ccc(CCN2C(=O)CC(NC34CC5CC(CC(C5)C3)C4)C2=O)cc1OC (configuration not stated)	i	i	0.51
Nc1cc(OC(=O)c2ccco2)nn1S(=O)(=O)c1ccc(F)cc1	i	i	-0.21
CSc1ccccc1NC(=O)N1CCCC(C(=O)c2ccc3c(c2)OCO3)C1 (configuration not stated)	i	i	-0.74
CC(C)(C)c1nnc(NS(=O)(=O)c2cc(Cl)ccc2Cl)s1	i	i	1.6

Continued:
CHT inh,KCNQ2 block,SMILES,Kir21 inh
i,i,O=C1C2=C(SCCS2)C(=O)N1c1ccccc1,2.9
i,i,CCOC(=O)C1=C(Nc2ccccc2)CC(C)(O)C(C(=O)OCC)C1c1ccccc1 (configuration not stated),-0.13
i,i,O=c1c(N=Nc2ccc(O)cc2)c(-c2ccccc2)[nH]n1-c1ccc([N+](=O)[O-])cc1,-1
i,i,CC(=O)Oc1ccc(/C=C(\NC(=O)c2ccco2)C(=O)NCc2ccccc2)cc1,1
i,i,Cc1ccc([N+](=O)[O-])cc1S(=O)(=O)Nc1ccc(O)c(Sc2ncn[nH]2)c1,0.17
i,i,CCOC(=O)c1ccc(NC(=S)N2CCN(c3ccc(N4CCOCC4)nn3)CC2)cc1,1.4
i,i,Cc1ccc(S(=O)(=O)N(C)CC(=O)N2CCCCCCC2)cc1,-0.11
i,i,O=C(O)C1CCC(CN(Cc2cccc(Br)c2)C(=S)Nc2ccccc2F)CC1 (configuration not stated),-0.72
i,i,OCc1nc2ccccc2n1CCCOc1ccccc1,-0.1
i,i,O=C(NNC(=O)C1COc2ccccc2O1)c1ccccc1 (configuration not stated),0.52
i,i,O=C(c1ccc(CN2CCc3ccccc3C2)cc1)N1CCN(c2ccccc2)CC1,0.06
i,i,COc1cccc(NC(=O)CC2S/C(=N\S(=O)(=O)c3ccccc3)N(c3ccccc3)C2=O)c1 (configuration not stated),-1.2
i,i,COc1ccc(-c2cn3nc(SCC(=O)NC4CCCCC4)ccc3n2)cc1,-2.4
i,i,OCCC1CN(Cc2nc3ccc(F)cc3[nH]2)CCN1C1CCCC1 (configuration not stated),-0.91
i,i,COc1ccc(-c2noc(COc3ccccc3OC)n2)cc1OC,0.05
i,i,O=C(N/N=C/c1ccccc1F)c1cccc2ccccc12,-9.3e-16
i,i,Cn1cc(C(=O)c2ccccc2C(=O)O)cc1C(=O)C(Cl)(Cl)Cl,0.02
i,i,O=C(O)c1ccc(C[n+]2c(-c3ccccc3)csc2Nc2ccccc2)cc1,0.55
i,i,CCn1c(SCC(=O)Nc2cc(C)nn2-c2ccccc2)nnc1-c1cccs1,-0.15
i,i,O=C(OCc1ccc(COC(=O)c2ccccn2)cc1)c1ccccn1,0.31
i,i,CCCCn1c(O)c(N=Nc2ccccn2)c2ccccc21,-1.3
